# From PubChem
# AID2073 – inhibitors of Mint1-CaV2.2 protein interaction, biochemical, HTRF (AID 2073); Voltage-dependent N-type calcium channel subunit alpha-1B (Homo sapiens); HTRF protein-protein interaction, Mint1-CaV2.2; higher % means a stronger effect; one-dose inhibition, % at 20 µM; IC50 in µM for titrated hits; 0.19% of 290,000 active; in the data active = inhibition mostly above about 51%, no sharp cut-off; inconclusive = no clear call, values can overlap the other calls; inactive = mostly below about 53%; also: some results filed as inactive read as strong as hits
# UTI89 phage lysis – inhibition of K1F phage lysis, E. coli UTI89, bacterial capsule biogenesis inhibitors, alamar blue (AID 488966); E. coli UTI89 K1F phage lysis, alamar blue, 2 h; higher % means a stronger effect; inhibition, % at 100 µM, or IC50 in µM where a hit was titrated; 0.02% of 340,000 active;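 active = phage lysis inhibition, versus mean bacterial control, above a set limit; inconclusive = no clear call, values can overlap the other calls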;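 also: capsule biogenesis inhibitors block K1F phage lysis so surviving cells raise fluorescence; higher fluorescence means more inhibition of phage lysis; actives were called in the ten point dose series up to 300 µM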
# GPR55 LPI antagonism – GPR55 antagonists blocking LPI-driven arrestin recruitment, primary screen, imaging, U2OS, beta-arrestin-GFP, LPI agonist (AID 2013). 0.13% of 290,000 active. one-dose inhibition, % at 10 µM; IC50 in µM for titrated hits. G-protein coupled receptor 55 (Homo sapiens). U2OS GPR55 beta-arrestin-GFP translocation imaging, LPI antagonism; higher % means a stronger effect;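 active = spots per cell inhibited over 60%, with over 100 cells counted and total cytoplasm intensity under 500,000; inconclusive = wells with under 100 cells, flagged as likely toxic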;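 also: U2OS cells stably carrying GPR55 and arrestin-GFP stimulated by 5 µM LPI near EC80; imaged beta-arrestin-GFP aggregate spots per cell after agonist stimulation; plate controls were LPI-stimulated DMSO wells for no effect and DMSO wells without LPI for full effect; some results filed as inactive read as strong as hits; confirmed hits need IC50 under 10 µM and bright autofluorescent wells are also inconclusive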
# NTR1 ag – agonists of NTR1, primary screen, imaging, U2OS cells, beta-arrestin-GFP, high content (AID 493036); Neurotensin receptor type 1 (Homo sapiens), P30989; NTR1-U2OS beta-arrestin-GFP spot imaging, agonist mode; activation, % at 20 µM; 0.17% of 330,000 active;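 active = activation at or above 40% of the spot to cytoplasm intensity ratio, with at least 20 cells analyzed; inconclusive = wells under 20 cells, flagged as cytotoxic or low count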;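 also: 0% = DMSO without peptide and 100% = 100 nM NTR1 peptide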
# Target sequence (P30989 whole entry, looked up): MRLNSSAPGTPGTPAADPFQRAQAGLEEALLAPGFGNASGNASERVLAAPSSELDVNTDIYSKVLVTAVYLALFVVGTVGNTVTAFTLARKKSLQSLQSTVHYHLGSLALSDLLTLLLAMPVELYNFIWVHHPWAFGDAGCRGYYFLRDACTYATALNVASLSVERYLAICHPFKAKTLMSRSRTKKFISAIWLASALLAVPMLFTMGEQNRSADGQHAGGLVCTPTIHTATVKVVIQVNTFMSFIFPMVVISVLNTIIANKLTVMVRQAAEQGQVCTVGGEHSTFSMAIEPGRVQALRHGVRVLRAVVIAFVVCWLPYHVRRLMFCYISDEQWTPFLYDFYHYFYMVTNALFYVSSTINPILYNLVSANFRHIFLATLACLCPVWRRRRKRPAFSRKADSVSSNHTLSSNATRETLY
# HIV fusion peptide – inhibitors of HIV fusion peptide binding, primary screen, biochemical, uHTS, fluorescence dequenching (AID 1986) | cell-free peptide binding, fluorescence dequenching, 30 min; higher % means a stronger effect | one-dose inhibition, % at 20 µM; IC50 in µM for titrated hits | 0.3% of 290,000 active; in the data active = inhibition mostly above about 52%, no sharp cut-off; inactive = mostly below about 76%; also: some results filed as inactive read as strong as hits
# GPR35 antagonists – GPR35 antagonists blocking zaprinast-driven arrestin recruitment, primary screen, imaging, U2OS, beta-arrestin-GFP, zaprinast agonist (AID 2058) | inhibition, % at 10 µM; hits with a dose series show IC50 in µM | U2OS GPR35 beta-arrestin-GFP translocation imaging, zaprinast antagonism; higher % means a stronger effect | 0.052% of 290,000 active;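 active = inhibition of at least 50% with at least 30 cells and total cytoplasm GFP at most 10,000,000; inconclusive = under 30 cells or total GFP of 10,000,000 plus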
# Siah-1 displacement – Siah-1 peptide-binding antagonists, primary screen, biochemical, fluorescence polarization, rhodamine-plectin, uHTS (AID 1817) | E3 ubiquitin-protein ligase SIAH1 (Homo sapiens) | Siah-1 / rhodamine-plectin peptide fluorescence polarization; higher % means a stronger effect | displacement, % at 20 µM, or IC50 in µM where a hit was titrated | 0.02% of 290,000 active;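 active = displacement of at least 50% at 20 µM, with a fluorescence ratio check between 0.3 and a set limit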;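 also: plate controls were Siah plus tracer with DMSO for no effect and tracer alone without Siah for full effect; strong numbers were not always called active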
# GPR55 beta-arrestin – GPR55 agonists via beta-arrestin recruitment, primary screen, imaging, U2OS cells, beta-arrestin-GFP redistribution (AID 1961); U2OS GPR55 beta-arrestin-GFP redistribution imaging; higher % means a stronger effect; activation, % at 10 µM; hits with a dose series show EC50 in µM; 0.048% of 290,000 active;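 active = activation above 40% with more than 50 cells counted in the well; inconclusive = wells holding fewer than 50 cells, flagged as toxic or sparse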;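 also: U2OS osteosarcoma cells stably expressing GPR55 and beta-arrestin-GFP; plate controls were DMSO negative control for no effect and LPI positive control for full effect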
# Dengue-2 NS5 capping – Dengue-2 NS5 methyltransferase inhibitors, primary screen, biochemical, confirmation dose response (AID 588689) | Genome polyprotein (Dengue virus type 2 (strain 16681-PDK53)) | Dengue-2 NS5 methyltransferase capping enzyme assay, biochemical; higher % means a stronger effect | inhibition, % at 25 µM; hits with a dose series show IC50 in µM | 0.3% of 340,000 active; in the data active = a potency from the dose series; inconclusive = inhibition above about 29% without an active follow-up result
# NTR1 ag cell count 20 µM – second read-out of NTR1 ag, no call of its own (marks repeat the call); cell count; measured here: cell count, cytotoxicity flag
# Dengue-2 NS5 capping pilot replicate – further read-out of Dengue-2 NS5 capping, marked with its call; inhibition, %; measured here: pilot screen replicate inhibition
# * hit, by the source's call; ? = inconclusive; · = not tested or not shown; [ ] = dose if it differs, or a comment.
SMILES,AID2073,UTI89 phage lysis,GPR55 LPI antagonism,NTR1 ag,NTR1 ag cell count 20 µM,HIV fusion peptide,GPR35 antagonists,Siah-1 displacement,GPR55 beta-arrestin,Dengue-2 NS5 capping,others
CCN(CC)C(=O)Cn1cc(SCC(=O)NCc2ccco2)c2ccccc21,-1.1%,0.3%,5.2%,1.4,56,9.1%,8.5%,-1.5%,0.4%,7.3%,
Cc1ncsc1CCOC(=O)C1C2CC3CC(C2)CC1C3 (stereo unspecified),2.9%,0.3%,3.3%,5.3,79,0.2%,9.9%,-1.4%,0.1%,-6.3%,
CSCC[C@H](NC(=O)C1CCN(S(=O)(=O)c2ccccc2)CC1)C(=O)NC1CC1,-1.8%,-0.1%,2.8%,-0.5,58,0.5%,19.3%,1.5%,0.2%,-1.0%,
Cc1ccc(C)c(OCc2ccc(C(=O)N3N=C(C(F)F)CC3(O)C(F)F)o2)c1 (stereo unspecified),-3.0%,9.4%,-2.1%,4.7,43,0.6%,-0.6%,-0.7%,0.4%,-2.9%,
Cc1ccc(OCCOCCNC(C)(C)C)c([N+](=O)[O-])c1,-1.6%,-0.8%[50 µM],-2.1%,4.2,59,1.1%,1.3%,-1.4%,-0.3%,0.0%,
O=C(CC1Sc2ccccc2NC1=O)Nc1cccnc1 (stereo unspecified),-3.4%,0.2%,2.6%,-0.5,87,-0.3%,20.5%,3.4%,0.1%,-5.5%,
CCN1CCN(C(CNS(=O)(=O)c2cccs2)c2cccnc2)CC1 (stereo unspecified),12.8%,3.0%[50 µM],11.5%,0.1,65,-0.7%,4.1%,9.5%,-0.1%,-10.3%,
CC(=O)N1CCN(c2ccc(NCc3ccc(C)cc3)cc2)CC1,-3.9%,5.4%,-3.8%,-1.5,84,-1.0%,6.6%,0.7%,-0.2%,5.2%,
CCOc1ccc(CCNC(=O)CSc2cc(=O)n(C)c3cc(Cl)ccc23)cc1OCC,8.3%,0.1%[50 µM],3.4%,9.9,66,3.4%,0.1%,1.9%,-0.2%,4.5%,
Cc1ccccc1CN1CCNC(=O)C1CC(=O)O (stereo unspecified),-1.7%,0.6%,3.8%,-0.3,81,-0.4%,7.1%,4.7%,-0.1%,-4.9%,
Cc1nnsc1S(=O)c1ccc(Cl)cc1 (stereo unspecified),49.4%,-0.1%,6.9%,-0.9,83,-1.6%,-4.4%,3.0%,0.0%,-5.2%,
COc1ccccc1CNC(=O)COC(=O)c1ccc(C)c(S(=O)(=O)N2CCCCC2)c1,-7.8%,1.6%[50 µM],4.4%,0.5,63,-1.7%,-12.2%,-3.9%,0.3%,-6.4%,
Cc1ccc(CNC(=O)CN(C)S(=O)(=O)c2cccs2)cc1,12.8%,0.4%,8.1%,0.8,49,2.6%,-9.9%,0.1%,0.1%,-12.8%,
Cc1nc2ccc(S(=O)(=O)NC(C(=O)Nc3nc4ccc(Cl)cc4s3)C(C)C)cc2s1 (stereo unspecified),5.3%,-1.0%,0.894µM*,12.7,51,1.8%,0.9%,7.3%,-0.1%,-9.7%,
O=C(O)CC(NC(=O)C12CC3CC(CC(C3)C1)C2)c1cccc(Cl)c1 (stereo unspecified),22.5%,0.1%,0.1%,0.2,105,1.2%,-4.4%,-2.3%,-0.1%,-0.7%,
Cc1ccc2nc(-c3ccccn3)oc2c1,0.2%,3.0%,4.8%,-1.0,87,2.1%,-3.0%,4.2%,-0.1%,-8.1%,
Cc1ccc(-n2ncc3c(SCc4cccnc4)ncnc32)c(C)c1,-3.4%,0.5%,-3.1%,·,·,-0.9%,-6.6%,-1.1%,0.0%,-7.3%,
COc1ccc(NC(=O)CSc2nnc(-c3ccccc3)n2Cc2ccco2)cc1OC,-8.7%,5.6%,3.7%,-1.4,92,0.0%,2.0%,1.2%,-0.1%,-0.8%,
COC(=O)c1ccc(-c2ccc(F)cc2)nc1C,14.4%,1.0%,-3.8%,2.0,51,-0.1%,6.7%,-6.4%,-0.5%,3.6%,
O=C1NC(c2ccccc2)=N/C1=C/c1ccco1,10.3%,0.3%,6.0%,0.4,83,29.8%,-1.3%,5.4%,0.2%,-18.0%,
CCn1cc(C(=O)OCc2cccc(Br)c2)c(=O)c2ccc(C)nc21,5.7%,0.7%,-11.4%,2.6,73,1.5%,-2.7%,6.1%,-0.1%,-3.1%,Dengue-2 NS5 capping pilot replicate=2.1
CC(C)OCCCNc1ncnc2c1cnn2-c1ccccc1,?,0.2%,14.4%,-0.5,49,0.7%,-10.3%,4.1%,0.0%,-6.8%,
CC(=O)N1CCN(CC(=O)Nc2cc(F)ccc2C)CC1,6.6%,-0.2%,-16.6%,0.6,65,-0.2%,-4.9%,-1.8%,-0.1%,-10.3%,
N=c1oc2ccc(Br)cc2cc1C(=O)NCc1ccccc1,5.4%,0.1%,4.2%,1.9,52,0.5%,-2.4%,-4.0%,-0.2%,-8.1%,
c1ccc(Cn2c(NCc3ccccn3)nc3ccccc32)cc1,-5.0%,0.6%,-0.5%,1.6,55,-1.4%,-2.7%,0.8%,0.4%,-3.0%,
CN1C(=O)/C(=C/c2ccccc2F)Sc2ccc(C(=O)NCC3CCCO3)cc21 (stereo unspecified),0.0%,1.2%,6.7%,1.2,44,1.1%,3.6%,3.4%,0.2%,-2.7%,
COC(=O)[C@H]1C[C@@H]1[C@H](N)c1ccccc1,6.4%,3.6%,-7.4%,-2.9,97,-0.8%,-4.2%,-1.0%,-0.1%,0.4%,
O=c1[nH]c2ccc(Br)cc2c(-c2ccccc2)c1N1CCOCC1,9.6%,0.5%,0.0%,20.3,57,0.7%,0.2%,2.1%,0.4%,0.7%,
C=CCn1c(C)cc(C2=NNC(=NCc3ccccc3)SC2)c1C,11.6%,1.7%,-7.7%,0.9,54,4.6%,12.0%,-1.7%,-0.3%,-3.0%,
N#Cc1cc2c(nc1S(=O)(=O)Cc1ccccc1)CCCC2,-2.3%,0.3%,10.5%,3.0,58,-0.1%,-1.1%,-2.2%,0.8%,5.8%,
Cc1ccc(S(=O)(=O)c2c(C)cc(C)nc2N2CCCCC2)cc1,-2.7%,-1.6%,1.9%,·,·,-0.5%,-14.7%,1.4%,-0.1%,-6.3%,
COC(=O)c1ccc(COc2cccc(OC)c2)o1,-9.3%,-4.1%,-7.6%,1.7,45,2.2%,-21.5%,-0.9%,0.2%,-5.7%,
CCCCN(CCCNC(=O)C1CCN(S(=O)(=O)CC)CC1)c1ccccc1,-14.2%,3.2%,1.2%,-0.9,64,-4.5%,3.1%,-7.2%,-0.1%,3.4%,
CCSc1ncc(Cl)c(C(=O)Nc2ccccc2F)n1,-6.4%,0.1%,4.0%,1.9,61,-0.3%,8.2%,2.0%,-0.2%,1.1%,
Cc1ccc(O)c(C(=O)c2cnc3c(c2)c(-c2ccc(F)cc2)c(C#N)c(=O)n3C)c1,10.6%,0.6%,10.6%,5.4,55,-0.8%,-9.9%,-2.8%,-0.3%,-7.5%,
Cc1ccc(NC(=O)c2ccc(NCC3CCCO3)c([N+](=O)[O-])c2)cc1Cl (stereo unspecified),14.3%,0.6%,2.7%,19.6,50,43.1%,-13.5%,27.1%,0.0%,?,

# Quoted from the entries so far, five compounds:
SMILES,AID2073,UTI89 phage lysis,GPR55 LPI antagonism,NTR1 ag,NTR1 ag cell count 20 µM,HIV fusion peptide,GPR35 antagonists,Siah-1 displacement,GPR55 beta-arrestin,Dengue-2 NS5 capping,others
Cc1ccc(C)c(OCc2ccc(C(=O)N3N=C(C(F)F)CC3(O)C(F)F)o2)c1 (stereo unspecified),-3.0%,9.4%,-2.1%,4.7,43,0.6%,-0.6%,-0.7%,0.4%,-2.9%,
Cc1ccc(OCCOCCNC(C)(C)C)c([N+](=O)[O-])c1,-1.6%,-0.8%[50 µM],-2.1%,4.2,59,1.1%,1.3%,-1.4%,-0.3%,0.0%,
O=C(CC1Sc2ccccc2NC1=O)Nc1cccnc1 (stereo unspecified),-3.4%,0.2%,2.6%,-0.5,87,-0.3%,20.5%,3.4%,0.1%,-5.5%,
CCN1CCN(C(CNS(=O)(=O)c2cccs2)c2cccnc2)CC1 (stereo unspecified),12.8%,3.0%[50 µM],11.5%,0.1,65,-0.7%,4.1%,9.5%,-0.1%,-10.3%,
CC(=O)N1CCN(c2ccc(NCc3ccc(C)cc3)cc2)CC1,-3.9%,5.4%,-3.8%,-1.5,84,-1.0%,6.6%,0.7%,-0.2%,5.2%,

# (further entries)
SMILES,AID2073,UTI89 phage lysis,GPR55 LPI antagonism,NTR1 ag,NTR1 ag cell count 20 µM,HIV fusion peptide,GPR35 antagonists,Siah-1 displacement,GPR55 beta-arrestin,Dengue-2 NS5 capping,others
NNC(=O)c1csc(-c2ncc(C(F)(F)F)cc2Cl)n1,-12.5%,·,3.2%,1.5,72,-3.0%,15.1%,3.7%,0.7%,·,
CCc1ccccc1N(CC)C(=O)c1cn(C)c(=O)c2cc(OC)c(OC)cc12,1.9%,-1.8%,18.3%,-2.1,85,0.7%,-8.5%,2.3%,0.3%,-0.7%,
CCCNC(=O)COc1ccc2c(=O)c(Oc3ccccc3F)coc2c1,4.5%,0.3%,-7.4%,0.1,82,-3.0%,-11.2%,0.2%,0.6%,-9.1%,
Cc1ccccc1NC(=O)CN1C(=O)NC(C)(CCc2ccccc2)C1=O (stereo unspecified),-6.7%,-0.2%,-5.5%,2.3,49,-0.6%,7.0%,-8.3%,-0.3%,-0.7%,
O=C(CN1C(=O)C2C3c4ccccc4C(c4ccccc43)C2C1=O)Nc1cccc(C(=O)O)c1 (stereo unspecified),-1.3%,3.5%,0.5%,1.2,69,4.6%,4.8%,-3.9%,-0.5%,-6.7%,
O=C(Nc1cccc(-c2cnc3ccccc3n2)c1)c1cccc(NC(=O)c2ccco2)c1,7.7%,-0.3%,-6.5%,11.8,87,14.4%,-12.4%,2.0%,0.0%,-3.6%,
COc1ccc(Cl)cc1NC(=O)/C=C\C(=O)O,1.2%,7.0%,1.4%,0.7,79,-0.9%,4.8%,1.4%,0.2%,-2.4%,
Cc1cccc(/C=N/NC(=O)Cn2nccc2C)n1,10.2%,1.9%[50 µM],9.4%,-0.2,73,0.3%,-13.6%,0.8%,0.4%,2.5%,
